p53 reactivation: re-activators of mutant p53; H1299 p53-A138V BP100-luciferase reporter, luminescence, 24 h; Potency, µM (series often up to 92.2 µM), without a hit: top-dose activity change, positive = activation, actives largely listed as activators; 0.063% of 320,000 active; also: potency is read from the fitted curve at half-maximal effect; % of control where 0% means no effect; nearly all actives have a fitted effect of over 45% in size
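H1299 (p53-null), stable ts p53-A138V + BP100-Luc; 1000 cells/well, Opti-MEM/10% FBS; cpd 4 pt, 1:5; 24 h, 37 deg C, 5% CO2; detection reagent 10 min RT; luminescence.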
BRCA1 expr up: activators of BRCA1 expression | MCF7-BRCA1-FFLuc reporter, luminescence, 48 h; response scale: scaled: vehicle 0%, 10 µM genistein 100% | Potency, µM (series often up to 46.1 µM), without a hit: top-dose activation, actives largely listed as activators | 1.1% of 380,000 active; also: potency is read from the fitted curve at half-maximal effect; nearly all actives have a fitted effect of over 80% in size; some results filed as inactive show a strong effect at the top dose
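Reporter cells (MCF7, BRCA1 promoter-firefly luciferase) received library compounds across a concentration series for 48 h. End-point luminescence was measured and concentration-effect curves derived after normalization.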
TRPV1 agonist: human TRPV1 agonism. AID 540275. 0.19% of 320,000 active. TRPV1-expressing cells, Fluo-8 calcium influx, agonist mode. activation, % at 8.33 µM. Q8NER1; in the data active = activation above about 80%; inconclusive = between about 30% and that limit; also: 0% is about no effect
Target sequence (Q8NER1 whole entry, looked up): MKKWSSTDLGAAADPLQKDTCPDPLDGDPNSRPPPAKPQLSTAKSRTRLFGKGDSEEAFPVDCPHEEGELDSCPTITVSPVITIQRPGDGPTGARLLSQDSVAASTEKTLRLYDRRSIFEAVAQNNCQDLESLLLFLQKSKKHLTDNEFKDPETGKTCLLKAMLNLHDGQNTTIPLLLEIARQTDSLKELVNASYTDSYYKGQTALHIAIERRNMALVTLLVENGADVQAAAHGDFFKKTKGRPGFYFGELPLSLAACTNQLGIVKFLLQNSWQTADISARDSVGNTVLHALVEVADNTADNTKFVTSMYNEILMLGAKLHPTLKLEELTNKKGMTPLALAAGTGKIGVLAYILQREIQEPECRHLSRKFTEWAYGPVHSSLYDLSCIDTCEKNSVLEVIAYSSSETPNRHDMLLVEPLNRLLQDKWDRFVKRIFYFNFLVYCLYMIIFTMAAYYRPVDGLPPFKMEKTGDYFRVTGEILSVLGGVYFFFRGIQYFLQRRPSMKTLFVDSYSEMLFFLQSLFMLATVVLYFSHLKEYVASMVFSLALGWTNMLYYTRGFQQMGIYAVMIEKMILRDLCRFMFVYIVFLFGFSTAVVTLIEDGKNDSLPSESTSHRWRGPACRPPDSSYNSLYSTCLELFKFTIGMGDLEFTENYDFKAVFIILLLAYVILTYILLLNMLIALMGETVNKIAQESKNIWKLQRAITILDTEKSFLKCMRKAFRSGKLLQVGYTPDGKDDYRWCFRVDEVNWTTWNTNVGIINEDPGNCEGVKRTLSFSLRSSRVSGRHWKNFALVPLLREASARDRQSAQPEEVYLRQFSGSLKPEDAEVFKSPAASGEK
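Cells expressing TRPV1 were dye-loaded with Fluo-8 and read kinetically: 10 s baseline, 3 min after compound (agonist portion), then 2 min after EC20 capsaicin (allosteric enhancer portion). Calcium-bound dye fluorescence at 480/520 nm.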
ELG1 DNA repair: inhibitors of ELG1-dependent DNA repair in HEK293T cells; Potency, µM (doses to about 46.1 µM), without a hit: top-dose activity change, negative = inhibition, hits mostly inhibitors; 2.3% of 330,000 active; HEK293T ELG1-luciferase reporter, luminescence, 16 h; DNA damage induced by 5-fluorouridine; also: potency is read from the fitted curve at half-maximal effect; % is scaled to controls: 0 for no effect and ±100 for the full control effect; nearly all actives have a fitted effect of over 55% in size
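In this reporter screen, reduction of luminescence relative to DMSO vehicle indicated activity. Compounds and 5-fluorouridine were added together to 2,000 cells per well, incubated for 16 hr at 37 °C, then developed with ONE-Glo.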
B2AR arrestin: beta2AR (human) beta-arrestin recruitment activity. P07550. beta-arrestin recruitment to beta2AR, cell-based reporter. Potency, µM (doses to about 46.1 µM), for inactives: top-dose activation, hits mostly activators. 0.02% of 330,000 active;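 also: potency is read from the fitted curve at half-maximal effect; 0% = DMSO controls and full agonism = EC100 isoproterenol or metaproterenol; nearly all actives have a fitted effect of over 65% in size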
TSG101-PTAP inh: blocks PTAP/TSG101 interaction to inhibit HIV-1 budding; 340,000 tested, under 10 active; Potency, µM (titrated, usually from 115 µM), for inactives: top-dose activity change, negative = inhibition, actives largely listed as inhibitors; AID 493005; Fluorescence polarization, FITC-PTAP peptide / Tsg101 binding; active = well fitted inhibition curve with a large enough effect in the main read-out, with a control signal flat, not every such curve was filed as active; inconclusive = small, poorly fitted or top-dose-only effect, or effect the other way, or a change in a side signal; inactive = no such curve, though single readings can be large or run the other way; also: potency is read from the fitted curve at half-maximal effect; % of control where 0% means no effect
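Fluorescence polarization binding of Tsg101 binding domain (10 uM final) to FITC-labeled PTAP peptide (50 nM final) in HEPES pH 7.5 buffer with NaCl, Tween 20, EDTA, TCEP. Compounds added before peptide; binding 20 min at RT.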
Integrin act MD: activates integrin-mediated alleviation for muscular dystrophy. alpha7betagal myoblasts, beta-gal FDG fluorescence, 48 h. Potency, µM (series often up to 38.3 µM), for the others: top-dose activation, usual class: activators. 0.064% of 350,000 active;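 also: potency is read from the fitted curve at half-maximal effect; 100% = response of the positive control SU9516; nearly all actives have a fitted effect of over 60% in size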
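alpha7betagal+/- myoblasts (passage 13, 250/well) treated 48 h at 37C with compounds at 1:260 dilution of DMSO stock. Lysed, then beta-galactosidase activity read as FDG fluorescence (ex 480/em 540) after 30 min, with pre-read for autofluorescence.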
TCR act: T cell receptor activation; primary human leukocytes, anti-CD3, IL-2 HTRF, 48 h; Potency, µM (top dose mostly 9.22 µM), inactives show at the highest dose activation of IL-2 secretion, hits mostly activators; 330,000 tested, under 10 active; AID 504894; also: % of control where 0% means no effect
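Readout: HTRF IL-2, Eu-cryptate/d2 antibody pair, 320nm excitation, 665nm emission. Stimulus: a-CD3 beads, no co-stimulation. Cells: primary human leukocytes. Exposure: 48 hr with compound.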
AT treatment: potential ataxia-telangiectasia treatments restoring KAP-1 phosphorylation; […] A-T fibroblasts, KAP-1 phosphorylation AlphaLISA; neocarzinostatin DNA damage 30 min before lysis; Potency, µM (highest dose often 57.5 µM), for the others: at the top dose activation, usual class: activators; 0.19% of 320,000 active; also: potency is read from the fitted curve at half-maximal effect; % of control where 0% means no effect; nearly all actives have a fitted effect of over 45% in size
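hTERT-immortalized A-T patient fibroblasts ([…]), 500 cells/well in OPTI-MEM, 1% FBS, got compounds for 60 min, then NCS for 30 min at 37C. Lysates were then assayed for phospho-KAP-1 by AlphaLISA (anti-pKAP1 donor, anti-KAP1 acceptor beads), 6 hr at 25C.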
CXXC DNA block: MLL CXXC-DNA interaction inhibition | Q03164 | MLL-CXXC / FITC-HOXA9 DNA fluorescence polarization | Potency, µM (top dose mostly 115 µM), for inactives: at the top dose activity change, negative = inhibition, most hits filed as inhibitors | 0.037% of 290,000 active | AID 2662; active = well fitted inhibition curve with a large enough effect in the polarisation, with a control signal flat, not every such curve was filed as active; inconclusive = small, poorly fitted or top-dose-only effect, or effect the other way, or a change in a side signal; inactive = no such curve, though single readings can be large or run the other way; the % refers to the polarisation; also: potency is read from the fitted curve at half-maximal effect
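Steps: dispense CXXC domain solution (7 uM) → pin compounds or unlabeled HOX-A9 DNA control → 5 min ambient → add FLSN-HOX-A9 solution (50 nM) → spin → 30 min ambient → fluorescence polarization. Tris pH 7.5/NaCl/DTT/BSA buffer.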
Numbers without * were called inactive; [ ] = another dose, or the depositor's remark. Unless noted, calls follow the shape of the dose curve; as a rule, active = well fitted curve in the direction sought with a large enough effect; inconclusive = small, poorly fitted or top-dose-only effect, or another doubt; inactive = no such curve, though single readings can be large; an effect the other way counts as inactive or inconclusive.

`NC(=O)CC[C@@H]1NC(=O)[C@H](CO)NC(=O)c2cc([N+](=O)[O-])cc(I)c2OCC[C@@H](C(N)=O)NC1=O` gave p53 reactivation -6%, BRCA1 expr up 13%, TRPV1 agonist -2, ELG1 DNA repair 1%, B2AR arrestin -1.1%, TSG101-PTAP inh -8%, Integrin act MD 26%, TCR act 3%, AT treatment 5% and CXXC DNA block -2%.
O=C(N/N=C/C(Cl)=C/c1ccc([N+](=O)[O-])cc1)C(=O)Nc1ccccc1C(=O)O was read as p53 reactivation inconclusive, BRCA1 expr up 0%, ELG1 DNA repair 14%, B2AR arrestin -0.3%, TSG101-PTAP inh -6%, Integrin act MD -20%, TCR act -6%, AT treatment 5% and CXXC DNA block 33%[activator].
`COc1ccc2nc(NC(=O)Cn3cnc4ccccc4c3=O)sc2c1` gave p53 reactivation 8%, BRCA1 expr up 30%, TRPV1 agonist 2, ELG1 DNA repair inconclusive, B2AR arrestin 0.1%, TSG101-PTAP inh 3%, Integrin act MD inconclusive, TCR act -2%, AT treatment 6% and CXXC DNA block 1%.
COc1cccc(NC(=O)CSc2nnc(Cn3c(=O)sc4ccccc43)n2C)c1 was read as p53 reactivation 2%, BRCA1 expr up -13%, TRPV1 agonist 1, ELG1 DNA repair 15%, B2AR arrestin 0.1%, TSG101-PTAP inh -2%, Integrin act MD -10%, TCR act 1%[46.1 µM], AT treatment 0% and CXXC DNA block -4%.
`COc1cccc(CN2C(=O)c3ccccc3S2(=O)=O)c1` gave p53 reactivation 1%, BRCA1 expr up -12%, TRPV1 agonist 16, ELG1 DNA repair 15%, B2AR arrestin 0.0%, TSG101-PTAP inh 2%, Integrin act MD -18%, TCR act -1%, AT treatment -7% and CXXC DNA block 25%.
For O=C(COc1ccc(-c2nnco2)cc1)NC1CCS(=O)(=O)C1 (stereo not given) the results were p53 reactivation 4%, BRCA1 expr up -3%, ELG1 DNA repair inconclusive, B2AR arrestin -0.6%, TSG101-PTAP inh -3%, Integrin act MD inconclusive, TCR act -10% and AT treatment 11%.
`COc1cc(NC(=O)c2cc(Br)cc(C)c2OC)ccc1NC(=O)C(C)C` gave p53 reactivation 3%, BRCA1 expr up 0%, TRPV1 agonist 3, ELG1 DNA repair inconclusive, B2AR arrestin 0.4%, TSG101-PTAP inh -2%, Integrin act MD -26%, TCR act 5%, AT treatment -2% and CXXC DNA block 1%.
CN(C1CCCCC1)S(=O)(=O)c1ccc(-c2ccccn2)s1 was read as p53 reactivation -4%, BRCA1 expr up -42%, TRPV1 agonist 29, ELG1 DNA repair 7%, B2AR arrestin -0.4%, TSG101-PTAP inh 0%, Integrin act MD 0%, TCR act 1%, AT treatment 1% and CXXC DNA block -3%.
Screening O=C(NN1CCOCC1)c1ccc(Cl)cc1[N+](=O)[O-] returned p53 reactivation -1%, BRCA1 expr up -31%, TRPV1 agonist 1, ELG1 DNA repair 15%, B2AR arrestin 0.5%, TSG101-PTAP inh 2%, Integrin act MD 17%, TCR act 5%, AT treatment -2% and CXXC DNA block 0%.
`COc1ccc2c(c1)O[C@H](c1ccc3c(c1)OCO3)[C@@H](OC(=O)N[C@H](C)C1CCCCC1)C2=O` gave p53 reactivation 5%, TRPV1 agonist 2, ELG1 DNA repair inconclusive, B2AR arrestin -1.0%, AT treatment 2% and CXXC DNA block 1%.
For Cc1nn(Cc2ccc(F)cc2)c(C)c1NC(=O)c1cc(-c2ccc3c(c2)OCO3)on1 the results were p53 reactivation -3%, BRCA1 expr up -63%, TRPV1 agonist 3, ELG1 DNA repair inconclusive, B2AR arrestin -0.8%, TSG101-PTAP inh -1%, Integrin act MD -13%, TCR act 3%, AT treatment -2% and CXXC DNA block -18%.
Screening Cc1cn(S(=O)(=O)c2cc(Br)ccc2Br)cn1 returned p53 reactivation -8%, BRCA1 expr up -17%, TRPV1 agonist 1, ELG1 DNA repair -1%, B2AR arrestin -0.1%, TSG101-PTAP inh -6%, Integrin act MD 5%, TCR act -5%[46.1 µM], AT treatment -4% and CXXC DNA block 2%.
`COc1ccccc1OCCC(=O)OCC(=O)Nc1ccc2c(c1)OCCO2` gave p53 reactivation 3%, BRCA1 expr up -21%, ELG1 DNA repair 4%, B2AR arrestin -0.1%, TSG101-PTAP inh -4%, Integrin act MD -21%, TCR act -2% and AT treatment 15%.
Screening CC1CCCN(C(=O)C(C)Nc2cc(Cl)ccc2N2CCOCC2)C1 (stereo not given) returned p53 reactivation 1%, BRCA1 expr up -12%, TRPV1 agonist 29, ELG1 DNA repair inconclusive, B2AR arrestin 0.0%, TSG101-PTAP inh -5%, Integrin act MD -6%, TCR act -4%, AT treatment 3% and CXXC DNA block -5%.
Screening COc1ccc(C(CNC(=O)c2ccc(NS(=O)(=O)c3ccc4c(c3)OCCO4)cc2)N(C)C)cc1 (stereo not given) returned p53 reactivation 10%, BRCA1 expr up -13%, TRPV1 agonist -1, ELG1 DNA repair -15%, B2AR arrestin 0.1%, TSG101-PTAP inh 0%, Integrin act MD 4%, TCR act -3% and AT treatment -5%.
Screening COc1ccc(NC(=O)CN(C)C(=O)CCc2c[nH]c3ccccc23)cc1 returned p53 reactivation -3%, BRCA1 expr up -5%, TRPV1 agonist 6, ELG1 DNA repair 1%, B2AR arrestin 0.2%, TSG101-PTAP inh -8%, Integrin act MD -2%, TCR act 1%, AT treatment 2% and CXXC DNA block 1%.
For O=C(Cc1ccc(Cl)cc1Cl)OCC(=O)c1ccc[nH]1 the results were p53 reactivation 2%, BRCA1 expr up 0%, TRPV1 agonist -7, ELG1 DNA repair 15%, B2AR arrestin 0.3%, TSG101-PTAP inh -4%, Integrin act MD inconclusive, AT treatment -5% and CXXC DNA block -1%.
Screening CC(NC(=O)c1cccc(S(=O)(=O)N(C)C)c1)C1CC2CCC1C2 (stereo not given) returned p53 reactivation -6%, BRCA1 expr up -17%, TRPV1 agonist 15, ELG1 DNA repair -8%, B2AR arrestin -1.4%, TSG101-PTAP inh -5%, Integrin act MD inconclusive, TCR act 3%, AT treatment -2% and CXXC DNA block 5%.
`CC1CCN(c2ccc(-c3cccs3)nn2)CC1` gave p53 reactivation -13%, BRCA1 expr up inconclusive, TRPV1 agonist inconclusive, ELG1 DNA repair inconclusive, B2AR arrestin -0.3%, TSG101-PTAP inh -2%, Integrin act MD 5%, TCR act -4%, AT treatment 0% and CXXC DNA block 16%.
For CCCCOC(=O)CNc1nnc(SCC(=O)OCC)[nH]c1=O the results were p53 reactivation -11%, BRCA1 expr up 5%, TRPV1 agonist 7, ELG1 DNA repair 6%, B2AR arrestin -0.4%, TSG101-PTAP inh -2%, Integrin act MD -13%, TCR act 3%, AT treatment -14% and CXXC DNA block 0%.
Screening O=C(Nc1ccc(S(=O)(=O)N2CCCCCC2)cc1)c1ccc(Br)o1 returned p53 reactivation -1%, BRCA1 expr up -5%, TRPV1 agonist inconclusive, ELG1 DNA repair -15%, B2AR arrestin 0.1%, TSG101-PTAP inh -3%, Integrin act MD -19%, TCR act 2%, AT treatment 5% and CXXC DNA block 5%.
Screening O=C(Nc1nc(-c2ccccc2)cs1)Nc1ccc(F)cc1F returned p53 reactivation 3%, BRCA1 expr up 0%, TRPV1 agonist inconclusive, ELG1 DNA repair inconclusive, B2AR arrestin 0.4%, TSG101-PTAP inh 1%, Integrin act MD -34%, TCR act -4%, AT treatment 5% and CXXC DNA block 3%.
Screening COc1ccccc1-c1c(-c2ccc(O)cc2O)n[nH]c1C(F)(F)F returned p53 reactivation -1%, BRCA1 expr up -47%, TRPV1 agonist 3, ELG1 DNA repair 5.8µM*, B2AR arrestin 0.3%, TSG101-PTAP inh -1%, Integrin act MD inconclusive, TCR act 3%, AT treatment 6% and CXXC DNA block 0%.
For COC(=O)c1cn(Cc2cc(OC)ccc2OC)cc(F)c1=O the results were p53 reactivation 7%, BRCA1 expr up 4%, TRPV1 agonist 0, ELG1 DNA repair -9%, B2AR arrestin -0.5%, TSG101-PTAP inh -4%, Integrin act MD 3%, TCR act 2%, AT treatment 6% and CXXC DNA block -2%.

Screening results deposited in PubChem by National Center for Advancing Translational Sciences (NCATS).
